# NCI-60 one-dose screen, 48 h, at 10 µM unless noted. Numbers give growth in % (100 = growth as untreated, 0 = no growth, -100 = all killed).
# T-47D = T-47D breast cancer; AID 1794792; 79,000 compounds, 5% hits
# UACC-62 = UACC-62 melanoma. AID 1794756. 81,000 compounds, 5.4% hits
# BT-549 = BT-549 breast cancer. 78,000 compounds, 4.4% hits. AID 1794793
# UACC-257 = UACC-257 melanoma; 78,000 compounds, 4.4% hits
# HS 578T = HS 578T breast cancer. 78,000 compounds, 4.1% hits. AID 1794788
# MCF7 = MCF7 breast cancer | 82,000 compounds, 6.3% hits
# MALME-3M = MALME-3M melanoma; AID 1794766; 78,000 compounds, 5.8% hits
# LOX IMVI = LOX IMVI melanoma; 79,000 compounds, 7.4% hits; AID 1794757
# Numbers without * were called inactive; . = no result given; & = joins results of further samples. Rule for the calls: active = growth percent below 10; inactive = the rest.
SMILES,T-47D,UACC-62,BT-549,UACC-257,HS 578T,MCF7,MALME-3M,LOX IMVI
OCCCN=Cc1ccccc1,.,106,79,90,102,93,118,95
N#CCCN(Cc1cccnc1)CN1C(=O)c2ccccc2C1=O,89,107,136,99,103,99,95,100
Clc1ccccc1CSc1ncnc2nc[nH]c12,102,87,104,92,100,117,108,97
O=c1[nH]nc(-c2ccccc2)c2ccccc12,95,.,97,99,102,92,.,95
CCOC(=O)c1sc(NC(=O)Nc2ccccc2)nc1C,87,80,.,116,95,94,203,97
Cc1ccc(CN(C(=O)CNC(=O)OC(C)(C)C)C(C(=O)NC(C)(C)C)c2ccccc2)o1 (stereo unspecified),89,98,.,91,98,95,106,100
N=c1scc(-c2ccccc2)n1CC(=O)N1CCN(c2ccccc2)CC1,91,94,96,108,97,95,94,91
O=C1CC2(CCCCC2)CC(=O)N1CCc1ccccc1,103,90,102,112,106,108,127,98
C[C@H]1C[C@@H]2[C@H]([C@@H](O)C[C@@]3(C)[C@H]2CC[C@]3(O)C(=O)COC(=O)CCC(=O)O)[C@@]2(C)C=CC(=O)C=C12,97,101,88,101,103,88,80,100
CCOC(C)=N,103,102,108,104,150,104,177,100
O=C1C=CC(=O)N1,121,103,108,104,.,89,115,103
OB(O)c1ccsc1-c1nc2ccc3[nH]ncc3c2c2c1CCCC2,53,45,47,86,33,49,78,41
COc1ccc(C(=O)n2nc(-c3ccncc3)nc2N)cc1,106,93,93,96,92,92,98,92
C[C@]12CCc3nc(-c4ccc(F)cc4)sc3C1=CC[C@@H]1[C@@H]2CC[C@]2(C)/C(=N\NC(=O)c3ccncc3)CC[C@@H]12,69,79,104,93,120,91,92,93
CCOC(=O)c1cnn(-c2ccc(-c3ccccc3OC)nn2)c1N,.,68,94,107,157,92,95,84
Cc1ccc(OCC(=O)O)cc1C,94,103,105,98,104,105,92,100
Oc1ccccc1C=NCCSSCCN=Cc1ccccc1O,86,100,101,91,104,97,111,98
CC[N+](C)(CC)Cc1cc(Nc2ccnc3cc(Cl)ccc23)ccc1O,106,85,83,96,84,95,96,82
Cc1ccc(S(=O)(=O)N(Cl)Cl)cc1,.,98,109,91,94,99,94,95
CCOC(=O)C1=C2C=Cc3c(ccc4ccccc34)N2C(C(C)=O)C1 (stereo unspecified),64,74,58,78,51,35,31,63
COc1cc2ncnc(Nc3ccc(S(=O)(=O)Nc4nccs4)cc3)c2cc1OCCCN1CCN(C)CC1,104,103,113,100,105,103,104,100
CC1OCOC1C1OCOCC1OC(=O)c1ccccc1 (stereo unspecified),.,.,.,100,94,99,90,103
NS(=O)(=O)c1ccc(NC(=O)Nc2nnc(-c3ccccc3)s2)cc1,104,95,109,117,101,99,104,98
O=C(NCc1ccc(Cl)cc1Cl)C1CCC(=O)N1c1cncs1 (stereo unspecified),79,100,91,100,108,93,106,95
COc1ccc(N=Nc2c(N)nn3c(N)c(C#N)c(-c4ccc(F)cc4)nc23)cc1,56,61,49,105,21,57,49,75
COC(=O)[C@H]1Cc2c([nH]c3ccccc23)[C@@H](c2cccs2)N1,93,90,102,105,103,103,98,104
CC(C)CSc1nc(-c2ccc(F)cc2)c(C#N)c(N2CCN(C)CC2)n1,87,95,89,107,82,91,104,92
Cc1ccsc1[C@@H]1C[C@@H]2Cc3ccc4ccccc4c3N1O2,79,72,97,96,99,94,90,93
CO[C@H]1CN(C(=O)OC(C)(C)C)CC[C@@H](c2ccccc2)OC(=O)C[C@@]2(O)O[C@H]([C@@H](O)[C@H](O)[C@H]2O)[C@@H](O)/C=C/[C@H]1OC,102,93,109,108,112,95,50,98
CN(C)CCCSSCCCN(C)C,90,106,107,96,.,93,97,99
COc1ccc(C(OCC2OC(n3ccc(NC(=O)c4ccccc4)nc3=O)C(O)C2O)(c2ccccc2)c2ccccc2)cc1 (stereo unspecified),40,44,44,64,62,13,.,47
Cc1ccc(C(=O)C(C)(C)C)c(C)c1,97,107,117,92,110,112,99,110
C[C@@H](Nc1ncnc2ccc(-c3cnc(N)nc3)cc12)c1ccc(F)cc1,68,69,69,95,69,82,85,78
CC(=O)Nc1ccc(C2NCC(=O)N2O)cc1 (stereo unspecified),98,96,102,93,112,.,113,94
COc1cccc2c1C(=O)c1c(O)c3c(c(O)c1C2=O)C[C@](O)(C(=O)CO)C[C@H]3O[C@@H]1C[C@@H](NC(=O)CCCN(C)C2(c3ccc(F)cc3)CC3CCC2C3)[C@H](O)[C@@H](C)O1 (stereo partly specified),81,.,59,-27*,51,-59*,-83*,-94*
CC(C)C(NC(=O)C1(NC(=O)OCc2ccccc2)CCCC1)C(=O)O (stereo unspecified),103,106,84,89,.,105,111,90
Nc1cc([N+](=O)[O-])ccc1O,92,102,104,98,113,93,144,101
O=c1[nH]cnc2c1ncn2-c1ccc(Cl)cc1,92,99,110,108,.,105,89,106
CCCCCCCCCCCCNC(=O)[C@H]1CSC(c2cc(Br)cs2)N1 (stereo partly specified),39,-84*,-58*,-22*,-41*,49,13,-86*
CN(Cc1ccccc1)c1nc(Cl)c(C2CC(c3ccc(Cl)cc3)=Cc3[nH][nH]c(=O)c32)s1 (stereo unspecified),90,89,68,102,96,48,104,80
COc1ccccc1/C=N\NC(=O)C(=O)N/N=C\c1ccccc1OC,86,98,72,105,117,92,107,89
CCC(C)COC(=O)c1ccc([N+](=O)[O-])cc1 (stereo unspecified),109,106,111,97,109,97,99,100
CC(Cc1ccccc1)[N+](C)(C)C (stereo unspecified),100,96,101,99,101,102,98,101
CC1(C)Oc2cc3oc(=O)ccc3cc2C[C@@H]1OCCOS(=O)(=O)c1ccc(F)cc1,.,85,88,86,92,81,94,94
N#CC1=C(N)Oc2c(ccc3ccccc23)C1c1ccccc1 (stereo unspecified),63,27,-16*,37,29,11,47,8.0*
Nc1ccc(C(c2c[nH]c3ccccc23)c2c[nH]c3ccccc23)cc1,86,82,89,109,102,91,90,99
COc1ccc(Oc2nc(NC3CCCCCC3)nc(Sc3ccc(OC)cc3)n2)cc1,77,85,97,85,90,87,90,99
CC(=O)/C(C)=N\OC(=O)Nc1ccccc1,94,107,101,99,107,93,104,95
COc1ccc(-c2nc3ccccc3n2CC(=O)N=Nc2c(O)[nH]c3ccc(OC)cc23)cc1,-72*,82,20,61,30,58,31,57
Cc1nn(-c2ccccc2)c(N2CCCC2)c1-c1nc2ccccc2[nH]1,83,84,107,105,.,99,81,91
COC(=O)C[C@](O)(CCCC(C)(C)O)C(=O)O[C@H]1C(OC)=C[C@@]23CCC(=O)N2CCc2cc4c(cc2[C@@H]13)OCO4,90,90,118,109,88,87,82,78
C=CCSc1nnc(-c2ccc(-c3ccc(Cl)cc3)nc2C)o1,86,80,118,104,112,94,103,97
COc1cc(NC(=O)CCSc2nc3ccccc3c(=O)n2CCc2ccccn2)cc(OC)c1OC,70,84,73,93,89,62,59,95
O=C(O)CCN1CCN(CCC(=O)O)CC1,114,102,112,140,106,110,.,103
CC(=O)N1N=C(c2ccc(Br)cc2)CC1c1sc(N(C)Cc2ccccc2)nc1Cl (stereo unspecified),62,77,119,95,101,78,109,97
O=C(/C(=C/c1ccccc1)CBr)c1ccccc1,78,73,112,74,83,43,77,44
O=C(O)CCCCC1SCC2NC(=O)NC21 (stereo unspecified),98&99,93&95,116&102,105&114,107&103,104&101,115,96&94
CCOC(=O)C1=NN(c2ccccc2)C(=O)/C1=C\N1C(=S)NC(=O)/C1=C\c1cccc([N+](=O)[O-])c1,74,96,95,88,98,89,.,103
CCCCCCOC(=O)Nc1ccc(OCC)cc1,94,111,96,109,102,95,.,99
Cc1ccc2cc(/C=C3\SC(=Nc4ccc(S(N)(=O)=O)cc4)NC3=O)c(Cl)nc2c1,105,95,107,101,104,91,91,103

# Next section:
SMILES,T-47D,UACC-62,BT-549,UACC-257,HS 578T,MCF7,MALME-3M,LOX IMVI
C[C@]12CC[C@@H]3c4ccc(O)cc4C[C@@H](O)[C@H]3[C@@H]1CC[C@@H]2O,118,97,102,89,117,115,102,97
NNC(=O)CSc1nc2ccccc2c(=O)n1Cc1ccc(S(N)(=O)=O)cc1,101,101,114,108,97,97,115,98
COC(=O)c1[nH]nc2c1C1(C(=O)Nc3ccc(OC(F)(F)F)cc31)C(C#N)=C(N)O2 (stereo unspecified),95,97,113,105,103,87,100,98
CC(C)(C)C(=O)/C=c1/[nH]c(=O)/c(=C/c2ccc(O)cc2)s1,64,111,100,107,90,95,99,81
COc1ccc2[nH]cc(-c3nc(-c4c[nH]c5c(Cl)nccc45)cs3)c2c1,24,52,51,-48*,39,55,66,13
CN(C)CCC(O)(Cc1ccccc1)c1ccccc1 (stereo unspecified),96,117,.,111,100,110,114,99
Cc1cnc(NC2CCC(=O)N2)s1 (stereo unspecified),105,102,113,97,108,93,103,96
COc1cc(C2Nc3ccccc3-n3cccc32)cc(OC)c1OC (stereo unspecified),70,80,86,107,91,66,.,100
COc1ccc(C(=O)c2cc(OC)c(OC)cc2C(=O)O)cc1OC,105,103,108,88,102,99,105,98
CCO/C=N/C1=C(C#N)C(c2ccc(OC)cc2)c2c(c3ccccc3n(C)c2=O)O1 (stereo unspecified),101,99,117,102,107,95,96,99
O=C(NCCCNc1cc(-c2cn(-c3ccccc3)nc2-c2cccc(O)c2)ccn1)Nc1cccc(C(F)(F)F)c1,39,20,69,21,7.3*,24,18,8.3*
C=CCCCC(OC(=O)CCCCCCC)c1ccc(C(OC(=O)CCCCCCC)c2cccnc2)o1 (stereo unspecified),104,93,74,.,116,106,119,91
COc1ccc(/C(=C/c2cc(OC)c(OC)c(OC)c2)c2nn[nH]n2)cc1OC,102,90,83,76,101,86,94,94
Cc1ccc(NC(=O)Nc2nc(N)n(-c3ccc(S(N)(=O)=O)cc3)n2)cc1,100,99,106,108,95,98,106,100
c1ccc(-c2cccc(-c3ccccn3)n2)nc1,38,3.5*,.,-4.9*,67,14,3.7*,-0.7*
CCSC(SCC)C(O)C(O)C(O)CO (stereo unspecified),96,98,98,.,102,96,108,102
COc1ccccc1Nc1ccc2c(O)cc(S(=O)(=O)O)cc2c1,101,99,104,104,.,108,123,108
C#CC#CC#CC#CC#CC#CC#CC#CC[C@H]1OC[C@H](COC(=O)O[C@@H](C(=O)O[C@H]2C[C@@]3(O)[C@@H](OC(=O)c4ccccc4)[C@@H]4[C@]5(OC(C)=O)CO[C@@H]5C[C@H](O)[C@@]4(C)C(=O)[C@H](OC(C)=O)C(=C2C)C3(C)C)[C@@H](NC(=O)c2ccccc2)c2ccccc2)O1,41,46,53,71,44,24,57,40
CS(=O)(=O)OC(C(O)CO)C(OS(C)(=O)=O)C(O)CO (stereo unspecified),85,94,100,105,103,77,93,87
COc1c(/C=N/N=c2sc(C(C)=O)nn2-c2ccc([N+](=O)[O-])cc2)c(O)cc2oc(C)cc(=O)c12,87,89,103,114,105,94,93,89
CC1(c2ccccc2)NC(=O)N(CC(=O)Nc2ccc(C(=O)/C=C/c3ccc(Br)cc3)cc2)C1=O (stereo unspecified),14,27,25,48,53,-43*,73,-49*
COc1ccc(C2C(C(=O)Nc3ccc(F)cc3)=C(C)Nc3ncnn32)cc1 (stereo unspecified),98,100,103,96,104,98,129,103
CCCCCCCCNC(=O)/C(=C\c1ccc2c(c1)OCO2)NC(=O)c1ccccc1,96,86,112,85,89,95,.,97
Nc1ccc(Cl)nc1,81,.,81,117,105,108,84,72
CSCC[C@H](NC(=O)[C@H](Cc1c[nH]c2ccccc12)NC(=O)[C@H](C)NC(=O)OC(C)(C)C)C(=O)N[C@@H](CC(=O)O)C(=O)N[C@@H](Cc1ccccc1)C(N)=O,108,95,144,79,96,94,103,96
